Screening results deposited in PubChem by Broad Institute.
ARNT-TACC3 inh – disruptors of ARNT/TACC3 protein interaction, primary screen, biochemical, AlphaScreen, single concentration; Transforming acidic coiled-coil-containing protein 3 (Homo sapiens), Q9Y6A5; AlphaScreen His-ARNT PAS-B/GST-TACC3 binding, luminescence; TACC3 fragment carries E629A point mutation; inhibition, % at 9.99 µM; 0.66% of 390,000 active; AID 623870, 2012;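 active means mean inhibition of replicates at least 50% and at least half of replicates each reaching 50%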;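 further: 0% = complete ARNT plus TACC3 wells and 100% = ARNT alone without TACC3; many hits fall short of the cut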
Numbers without * were called inactive.

SMILES | ARNT-TACC3 inh
COCCn1nnnc1C(C(C)C)N1CCOCC1 (stereo not drawn) | 0.2
O=C(NCC1CCCO1)c1ccccn1 (stereo not drawn) | -4.6
Nc1nn(-c2ccccc2)nc1C(=O)OCc1ccccc1F | -0.2
CCC(C)[C@@H](NC(=O)OC(C)(C)C)c1nnc(S(=O)(=O)Cc2cccc(C)c2)o1 (stereo partly drawn) | -0.1
COc1ccc(O)c(-c2cc(-c3cccc(Br)c3)n[nH]2)c1 | -1.5
Cc1cc(C)n(C(=O)CNc2cccc(Cl)c2C)n1 | -5.3
O=C(Nc1nnc(C2CC2)s1)C1Cc2ccccc2CN1S(=O)(=O)c1cccs1 (stereo not drawn) | 8.6
Oc1ccc(-c2[nH]ncc2-c2cccc3cccnc23)c(O)c1 | -16.6
O=C(Nc1ccc(Cl)cc1)C1=Cc2ccccc2OC1 | -1.3
CN(C)c1nc(SCc2ccccc2Cl)nc2c1CCCC2 | -8.7
Cc1cccc(CN(CC(=O)N/N=C/c2ccco2)S(=O)(=O)c2ccc(Cl)cc2)c1 | 0.5
COc1ccc(NC(=O)CN(c2cccc(C(F)(F)F)c2)S(C)(=O)=O)cc1OC | -1.2
CCCCn1nnnc1SCC(=O)Nc1ccc2c(c1)OCO2 | -19.0
Cc1cccc(NC(NC(=O)c2cccnc2)C(Cl)(Cl)Cl)c1 (stereo not drawn) | -34.3
Cc1cc(NCCCn2ccnc2)n2ncc(-c3ccc(Cl)cc3)c2n1 | 7.5
O=C(c1ccc(C#Cc2ccccc2)o1)N1CCN(c2ccccn2)CC1 | -5.2
O=C(NCc1ccc(Cl)c(Cl)c1)c1ccco1 | 3.1
O=C(Nc1ccc(Cl)cc1Cl)C1=Cc2ccccc2OC1 | 7.2
COc1cccc(/C=N/n2cncn2)c1OCC#N | -2.0
O=C(CN1CCN(c2ccccc2)CC1)Nc1ccc(OCc2ccccc2)cc1 | -1.8
Cc1ccc(C(=O)NCC2CCCO2)o1 (stereo not drawn) | -3.0
Cc1nn2c(N)c(C#N)cnc2c1-c1ccc(Cl)cc1 | -2.1
O=C(Cn1ncn2cccc2c1=O)N1CCCCC1 | -9.8
CCOC(=O)c1[nH]c(C)c(C(=O)NCCC2=CCCCC2)c1C | -4.6
N#CC1=C(N)Oc2cc3ccccc3cc2C1c1cccnc1 (stereo not drawn) | -0.5
COC(=O)CCCC(=O)N1CCOCCN(C(=O)CCCC(=O)OC)CCOCC1 | -13.4
O=S(=O)(c1ccccc1)N1CCC(N2CCCCCC2)CC1 | 1.3
COCCn1c(N)c(C(=O)NCc2cccs2)c2nc3ccccc3nc21 | 51.0*
O=C1N(CN2C(=O)C3(OCCO3)c3ccccc32)c2ccccc2C12OCCO2 | 7.6
COc1ccc(N(CC(=O)Nc2cccc(SC)c2)S(C)(=O)=O)cc1Cl | 0.3
O=C(CSc1nc(O)cc(=O)[nH]1)N1CCCc2ccccc21 | 2.0
O=C(O)c1ccc(-c2ccc(-c3ccccc3)cc2)s1 | 6.1
CC(C)(C(N)=O)N1CCN(c2ncc(C(F)(F)F)cc2Cl)CC1 | -5.2
Cc1sc2nc(N)sc2c1C | 7.7
COCCNC(=O)/C(C#N)=C/c1ccc(-c2ccc(OC)cc2[N+](=O)[O-])o1 | 4.1
O=C(Oc1cc(-c2ccccc2)no1)c1ccc(Cl)cc1 | -0.8
COc1ccc(NCN2C(=O)CCC2=O)cc1 | 6.5
COc1cc(NC(=O)C2CC2C)c(C(=O)O)cc1OC (stereo not drawn) | -4.0
CCOC(=O)c1cc(NC(=O)SCC(=O)O)c(C)nc1C | -7.2
CN(C)c1ccc(N=Cc2ccco2)cc1 | 12.8

Arranged by value in ARNT-TACC3 inh (lowest first): five of the compounds above
SMILES | ARNT-TACC3 inh
CCOC(=O)c1cc(NC(=O)SCC(=O)O)c(C)nc1C | -7.2
CCOC(=O)c1[nH]c(C)c(C(=O)NCCC2=CCCCC2)c1C | -4.6
N#CC1=C(N)Oc2cc3ccccc3cc2C1c1cccnc1 (stereo not drawn) | -0.5
COCCNC(=O)/C(C#N)=C/c1ccc(-c2ccc(OC)cc2[N+](=O)[O-])o1 | 4.1
CN(C)c1ccc(N=Cc2ccco2)cc1 | 12.8

Following part:
SMILES | ARNT-TACC3 inh
O=C1CC(c2ccccc2)CC(O)=C1C=NCCN1CCN(C(=O)Nc2ccccc2)CC1 (stereo not drawn) | -38.5
COc1ccc(CCNC(=O)C2CCN(S(=O)(=O)c3cccc4cccnc34)CC2)cc1OC | 6.3
COC(=O)c1nn(-c2ccccc2)c(Cl)c1/C=N/OCc1ccc(Cl)cc1Cl | -5.5
Cc1ccc(NC(=S)Nc2ccc3nc(-c4ccccn4)c(-c4ccccn4)nc3c2)cc1C | 21.6
CCC(C)N1CC23C=CC(O2)C(C(=O)OCc2ccccc2)C3C1=O (stereo not drawn) | -2.1
COc1ccc(C(=O)/C=C/N2CCCCC2)cc1OC | -3.2
CCSc1nc(-c2ccccc2)c(C#N)c(=O)[nH]1 | -3.9
O=C(O)C1C2C=CC3(CN(CC(O)COc4ccccc4)C(=O)C13)O2 (stereo not drawn) | -12.8
N#CC1=C(N)Oc2c(sc3ccccc23)C1c1ccco1 (stereo not drawn) | 34.5
CC(C)(C)c1[nH]nc2c1C(Cc1ccccc1)C(C#N)=C(N)O2 (stereo not drawn) | -6.8
CC(C)CN(CC(C)C)S(=O)(=O)N1CCC(C(=O)NCc2ccc(F)cc2)CC1 | -0.6
Nc1c(C(=O)NC2CCCC2)sc2nc(-c3cccs3)ccc12 | -30.6
Nc1ccc(C#Cc2ccccc2)cc1 | -14.0
CCCCSc1nnc(-c2ccc(NC(=O)CCc3ccccc3)cc2)n1C | -1.5
CCOc1ccc2nc(NC(=O)Nc3ccccc3)sc2c1 | -0.8
COc1ccc(OCC(=O)Nc2cc3oc4ccccc4c3cc2OC)cc1 | -1.5
CCN1CCCC1CNC(=O)CCc1nc(-c2ccc(C)cc2)no1 (stereo not drawn) | 4.0
Cn1c(=O)oc2cc(S(=O)(=O)NCc3ccncc3)ccc21 | -8.0
CCCC(c1nnnn1CC1CCCO1)N1CCN(c2nc3ccccc3s2)CC1 (stereo not drawn) | -2.7
CCCNC(=O)NC(=O)COC(=O)c1ccc(OC)c(S(=O)(=O)N2CCCc3ccccc32)c1 | -1.1
Cc1ccccc1CSc1nsc(N)n1 | -6.6
CC(C)C(OC(=O)c1ccco1)C(=O)NCc1ccco1 (stereo not drawn) | -7.0
CCOC(=O)c1ccc(N2C(=O)c3n[nH]c(C)c3C2c2ccc(O)cc2)cc1 (stereo not drawn) | 3.5
COC(=O)c1ccccc1NC(=S)NC(=O)c1ccccc1 | 21.7
COc1ccc(NC(=O)CSc2nc3c(c(-c4cccs4)c2C#N)CN(C)CC3)cc1OC | 6.7
COc1ccc2c(c1)C(C)=CC(C)(C)N2C(=O)CSc1nnc(-c2ccc(C)cc2)o1 | -1.0
O=C(CSc1ncn(-c2ccccc2)n1)N1CCc2ccccc21 | -2.1
O=C1c2ccccc2C(O)(Cc2ccccc2)N1c1ccc2c(c1)OCO2 (stereo not drawn) | -2.1
COc1ccc(C2CC(=O)C3=C(C2)Nc2ncnn2C3c2ccccc2C)c(OC)c1 (stereo not drawn) | -5.7
CCOC(=O)C1C(=O)CC(C)(O)C(C(=O)OCC)C1c1ccc(F)cc1 (stereo not drawn) | 1.8
CO/N=C/NC(=O)NOCc1ncc(C(F)(F)F)cc1Cl | -4.0
Cc1ccccc1CNC(=O)c1ccccc1C(=O)O | 39.9
COC(=O)CCC(NC(=O)c1cc(C)oc1C)C(=O)OC (stereo not drawn) | -4.3
CCOC1(OCC)C(c2ccc(N)cc2)C(C#N)(C#N)C1(OCC)OCC (stereo not drawn) | 1.2
CCOC(=O)c1sc2nccc(N(C)C)c2c1N=CNOCc1c(F)cccc1Cl | 26.4
CC(C)(C)SCCNC(=O)CN(c1ccc(F)c(Cl)c1)S(C)(=O)=O | -0.9
O=C(CSc1ccccn1)N1CCN(c2ccc(Cl)cc2)CC1 | -7.8
CCc1nc2c3cnn(-c4cc(Cl)ccc4C)c3ncn2n1 | -5.8
COc1cc2c(cc1OC)-c1nnc(-c3ccco3)n1C1(CCCC1)C2 | -8.3
CCCc1cc(=O)[nH]c(Nc2ccc(OC)c(Cl)c2)n1 | -5.3

As a working copy, seven of the compounds above.
SMILES | ARNT-TACC3 inh
CCOC1(OCC)C(c2ccc(N)cc2)C(C#N)(C#N)C1(OCC)OCC (stereo not drawn) | 1.2
CCOC(=O)c1sc2nccc(N(C)C)c2c1N=CNOCc1c(F)cccc1Cl | 26.4
CC(C)(C)SCCNC(=O)CN(c1ccc(F)c(Cl)c1)S(C)(=O)=O | -0.9
O=C(CSc1ccccn1)N1CCN(c2ccc(Cl)cc2)CC1 | -7.8
CCc1nc2c3cnn(-c4cc(Cl)ccc4C)c3ncn2n1 | -5.8
COc1cc2c(cc1OC)-c1nnc(-c3ccco3)n1C1(CCCC1)C2 | -8.3
CCCc1cc(=O)[nH]c(Nc2ccc(OC)c(Cl)c2)n1 | -5.3

Following part.
SMILES | ARNT-TACC3 inh
CCCCCSc1nc(C)c(CC(=O)O)c(=O)[nH]1 | -9.8
Cc1ccc(C)c(NC(=S)NC(NC(=O)N(C)C)C(Cl)(Cl)Cl)c1 (stereo not drawn) | 3.4
COc1ccc([C@H]2CC(=O)C=C(c3ccccc3)C2)cc1 | -0.1
N#CCSc1nc2[nH]ncc2c(=O)n1-c1ccccc1Br | 22.2
COc1ccc(NC(=O)C(C)N2c3cccc4cccc(c34)S2(=O)=O)cc1OC (stereo not drawn) | 10.6
CCc1nc(N2CCN(C(=O)c3ccccc3)CC2)c(C#N)c2c1COC(C)(C)C2 | 0.6
CCOC(=O)C1=C(C)N=C2SCCC(=O)N2C1c1cc(Br)ccc1OC (stereo not drawn) | -0.5
Cc1ccc(-n2[nH]c(C)c(C=NC34CN5CN(CN(C5)C3)C4)c2=O)cc1C | 3.9
COc1cccc(CNC(=O)CCS(=O)(=O)c2cccc3nsnc23)c1 | -1.8
CCN1CCc2nc(NC(=O)c3ccccc3)sc2C1 | 2.2
N#Cc1c(N)oc(-c2cccs2)c1-c1cccs1 | -1.8
CC(=O)Nc1cc2c(cc1C(=O)c1ccc(C)cc1)OCCO2 | -1.8
COc1ccc(S(=O)(=O)N(CCCN2CCOCC2)Cc2cccc(OC)c2OC)cc1 | -14.6
O=C(CN1C(=O)c2ccccc2S1(=O)=O)NCCC1=CCCCC1 | 5.7
CN(C)C(=O)CSc1cccc2cccnc12 | 60.4*
Cc1ccc(-c2nc(C3CCCN(S(=O)(=O)c4ccc(C(F)(F)F)cc4)C3)no2)cc1 (stereo not drawn) | -6.1
COc1ccc2c(c1)C=CC1(O2)N(CCO)c2ccccc2C1(C)C (stereo not drawn) | 1.4
O=C(c1cccc(C(=O)N2CCc3ccccc32)n1)N1CCc2ccccc21 | 5.3
CCN1/C(=C/C=C/c2sc3ccccc3[n+]2CC)Sc2ccccc21 | 15.3
COCCCn1ccc(O)c(Cc2ccc(F)cc2)c1=O | 2.0
Cc1ccc(NC(=O)c2ccc(S(=O)(=O)NCC3CCCO3)cc2)cc1 (stereo not drawn) | -1.7
COc1ccc(C(=O)/C=C/Nc2ccccn2)cc1 | 5.7
Clc1ccc(Cn2ncc3c(N4CCCCC4)ncnc32)cc1 | -27.4
O=S(=O)(Nc1nccs1)c1ccc(Cl)cc1 | -0.8
O=C(C1CCC(Cn2c(=S)[nH]c3ccccc3c2=O)CC1)N1CCOCC1 (stereo not drawn) | 6.1
O=C(Nc1ccncc1)c1c(F)cccc1F | -4.2
CC(=O)Nc1nc2ccccc2n1CCOc1ccccc1 | -0.9
CSc1cc(C)nc(NC(C)=O)n1 | 22.5
N#CC(c1ccc(Cl)nn1)c1ccccc1Cl (stereo not drawn) | 2.0
Cc1nc2c(-c3ccccc3)c(C)nn2c(N)c1-c1ccccc1 | -10.3
Cc1nn(-c2ccccc2)c(Cl)c1/C=C1\SC(=S)NC1=O | 3.4
CC[C@@H](C)[C@@H]1CN([C@@H](C)CN2CCC[C@H]2CN2C(N)=NC[C@@H]2Cc2ccccc2)C(=N)N1CCc1ccc(Cl)c(Cl)c1 | 6.0
Cc1ccc(C(=O)Nc2cccc(Oc3ccccc3)c2)o1 | -19.9
CCn1c(NCc2c[nH]c3ccccc23)nc2ccccc21 | -2.3
CCN(CC)CCNc1nc(-c2ccccc2)nnc1C(F)(F)F | 0.1
Clc1ccc2nc(SCc3nnc(-c4ccccc4)o3)[nH]c2c1 | 0.3
CCC1CCCCN1C(=O)Nc1cccc(NC(=O)N2CCCCC2CC)c1 (stereo not drawn) | -3.2
CN1CC=C2C(C#N)=C(N)C(C#N)(C#N)[C@H](c3ccoc3)[C@H]2C1 | 16.1
Clc1ccc(SCc2cc(-c3ccccc3)no2)cc1 | -4.6
COc1ccc(Cn2nnnc2C(c2cc(OC)ccc2OC)N2CCC(C(N)=O)CC2)cc1 (stereo not drawn) | -4.3
Cc1ccc(NC(=O)N2C(=O)C3(OCCO3)c3ccccc32)cc1 | 2.4
COc1ccccc1C(=O)NCCc1nc2ccccc2n1C | -28.5
CC(=O)N(C)c1nc(-c2ccc(Cl)cc2)cs1 | -4.8
Cc1ccccc1NC(=O)C1C2CCCC1C2c1ccccc1 (stereo not drawn) | -2.7
COc1cc(C(=O)NCCC(=O)NCc2ccc3c(c2)OCO3)cc(OC)c1OC | -3.0
O=C(NCCc1c[nH]c2ccccc12)c1c(Cl)nc2sccn12 | -6.0
Cc1c(C)c2ccc(OCC(=O)N(C)C)c(C)c2oc1=O | 0.1

As entered above.
`Cc1ccccc1NC(=O)C1C2CCCC1C2c1ccccc1` (stereo not drawn) in ARNT-TACC3 inh shows -2.7
`O=C(NCCc1c[nH]c2ccccc12)c1c(Cl)nc2sccn12` in ARNT-TACC3 inh shows -6.0
`CC(=O)N(C)c1nc(-c2ccc(Cl)cc2)cs1` in ARNT-TACC3 inh shows -4.8
`COc1ccccc1C(=O)NCCc1nc2ccccc2n1C` in ARNT-TACC3 inh shows -28.5
`Cc1ccc(NC(=O)N2C(=O)C3(OCCO3)c3ccccc32)cc1` in ARNT-TACC3 inh shows 2.4
`COc1cc(C(=O)NCCC(=O)NCc2ccc3c(c2)OCO3)cc(OC)c1OC` in ARNT-TACC3 inh shows -3.0

This is a subset; count on the stated rates, not on these rows.
